Screening data from PubChem BioAssay.
Keap1-Nrf2 PPI: inhibitors of human Keap1-Nrf2 protein-protein interaction. 340,000 tested, 0.15% active. Keap1 Kelch-Nrf2 peptide fluorescence polarization, 1536-well. AID 504523. inhibition, % at 9.4 µM; in the data active = inhibition above about 12%;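 note: human Keap1 Kelch domain with fluorescein labeled Nrf2 9mer peptide probe; 0% = neutral control wells and 100% = peptide positive control; higher means more block of Keap1 binding to Nrf2 peptide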
Target sequence (Q14145 whole entry, looked up, the tested form may be a part): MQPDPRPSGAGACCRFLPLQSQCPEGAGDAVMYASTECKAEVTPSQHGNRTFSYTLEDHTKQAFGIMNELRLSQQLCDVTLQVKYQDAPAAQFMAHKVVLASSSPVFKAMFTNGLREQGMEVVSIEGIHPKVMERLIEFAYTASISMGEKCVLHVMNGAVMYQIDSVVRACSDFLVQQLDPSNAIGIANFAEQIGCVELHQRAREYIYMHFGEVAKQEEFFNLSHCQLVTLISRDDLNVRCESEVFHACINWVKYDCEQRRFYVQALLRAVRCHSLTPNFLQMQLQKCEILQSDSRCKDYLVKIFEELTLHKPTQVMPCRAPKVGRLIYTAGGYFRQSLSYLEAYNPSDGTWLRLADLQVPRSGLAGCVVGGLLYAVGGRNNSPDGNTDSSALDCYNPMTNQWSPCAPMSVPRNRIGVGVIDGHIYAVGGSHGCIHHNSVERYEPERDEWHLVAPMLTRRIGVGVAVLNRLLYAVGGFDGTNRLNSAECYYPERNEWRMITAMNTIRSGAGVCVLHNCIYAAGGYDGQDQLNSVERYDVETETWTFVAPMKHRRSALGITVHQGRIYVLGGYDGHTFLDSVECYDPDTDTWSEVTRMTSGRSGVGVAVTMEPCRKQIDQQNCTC
Cardiac RTF inh: cardiac RTF calcium desensitization. P19429+P45379. inhibition, % at 7.15 µM. AID 493244. IANBD-labeled cardiac RTF, Ca2+ fluorescence. 340,000 tested, 0.12% active;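 active = inhibition above the mean inhibition of all tested compounds plus 3 SD, cut at about 17% in these data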;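 note: assay run at fixed EC70 calcium of 1.6 mM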
NSD2 HMT inh: blocks human histone methyltransferase NSD2; inhibition, % at 12.5 µM; NSD2 peptide methylation, AlphaScreen, 120 min; 310,000 tested, 0.54% active; in the data active = inhibition above about 50%
PvdQ acylase: P. aeruginosa PvdQ acylase inhibition; purified PvdQ acylase, fluorescence plate reader; inhibition, % at 10 µM; 340,000 tested, 0.063% active; AID 488965; in the data active = inhibition above about 30%, passing the limit was not always enough;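 note: 0% = vehicle neutral wells and 100% = reference inhibitor wells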
SR-BI DiI inh: mouse SR-BI HDL lipid transfer inhibition; ldlA[mSR-BI] CHO cells, DiI-HDL uptake fluorescence, 3 h; Q61009; 320,000 tested, 0.96% active; inhibition, % at 12.5 µM; AID 488896;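 active = mean replicate inhibition of at least 70% and a set share of replicates each scoring 70 or more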;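 note: 0% = median of neutral control wells and 100% = median of positive control wells; values of inactives mirror those of a sister screen read the other way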
SR-BI uptake up: enhances SR-BI lipid uptake from DiI-HDL; activation, % at 12.5 µM; CHO ldlA[mSR-BI] cells, DiI-HDL uptake fluorescence, 3 h; 100 = double the neutral-control signal; AID 504775; 320,000 tested, 0.096% active;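 active = mean replicate activation of at least 60% and every replicate at or above 60%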;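 note: 0% = median plate neutral-control signal and 100% = twice that signal; values of inactives mirror those of a sister screen read the other way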
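Test system: SR-BI-overexpressing, LDLR-lacking CHO cells. Measured by: DiI fluorescence, bottom read. Medium: Ham's F12 with 0.5% BSA, HEPES 25 mM, pH 7.4. Timing: 3 h uptake period with compound, 37 °C.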
Arrestin-AP2 inh: blocks beta-arrestin peptide binding to AP2 adaptin; 340,000 tested, 0.31% active; FITC-arrestin peptide / GST-AP2 beads, flow cytometry; AP2 beta2 appendage carries R879A mutation; inhibition, % at 10 µM;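 active = inhibition above a set limit, near 3 SD of compounds lacking own fluorescence, cut at about 54% in these data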;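 note: plate controls were DMSO wells for no effect and 5 µM unlabelled arrestin peptide for full effect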
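system = GST-tagged AP2 beta2-adaptin appendage (R879A) on 4 µm glutathione beads | reagent = FITC-labelled arrestin peptide probe, 50 nM final | schedule = compound with beads 12 min RT, then probe 1 h RT | signal = HyperCyt-sampled flow cytometry, FL1 channel, ex 488/em 535 nm | read-out = percent response from loss of bead-bound FITC fluorescence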
PKA-R2B activ: activates the human PKA-R2B holoenzyme complex. P22694+P31323. PKA-R2B holoenzyme dissociation, Cy5-IP20 fluorescence polarization; R2B truncated from residue 108, S112A mutant; 0% DMSO only, 100% 113 µM cGMP. activation, % at 11.4 µM. 340,000 tested, 0.079% active;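 active = activation above a cutoff set at the mean over all compounds plus 3 SD, cut at about 18% in these data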;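 note: higher means more holoenzyme dissociation and a rise in polarization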
Target sequence (P31323 whole entry, looked up, other chains not shown, the tested form may be a part): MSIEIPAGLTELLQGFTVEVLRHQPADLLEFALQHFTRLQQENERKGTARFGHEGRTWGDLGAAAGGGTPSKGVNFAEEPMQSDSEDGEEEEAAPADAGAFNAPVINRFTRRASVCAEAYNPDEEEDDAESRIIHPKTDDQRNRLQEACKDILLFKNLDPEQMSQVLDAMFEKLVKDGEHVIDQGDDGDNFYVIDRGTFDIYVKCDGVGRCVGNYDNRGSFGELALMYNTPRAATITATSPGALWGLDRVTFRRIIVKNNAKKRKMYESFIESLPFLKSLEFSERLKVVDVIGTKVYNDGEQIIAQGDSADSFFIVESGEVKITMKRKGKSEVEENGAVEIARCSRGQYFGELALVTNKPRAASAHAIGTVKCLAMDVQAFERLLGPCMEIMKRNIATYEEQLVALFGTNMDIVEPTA
DAGLB inhibitor: diacylglycerol lipase beta (human) inhibition. Q8NCG7. HEK293T DAGLB membrane lysate, EnzChek fluorogenic substrate. inhibition, % at 5.17 µM. 340,000 tested, 0.059% active. AID 504411; in the data active = inhibition above about 34%;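 note: 0% = enzyme with vehicle and 100% = wells lacking enzyme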
LANA DNA inh: blocks KSHV LANA C-terminal domain binding to DNA; MBP-C-LANA/FAM-LBS DNA binding, fluorescence polarization; inhibition, % at 9 µM; 340,000 tested, 0.078% active; AID 504423;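 active = highest replicate inhibition at or above 60% at 9 µM, even if other replicates fall short; inactive = all replicates below 60% inhibition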;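 note: 0% = neutral control wells and 100% = 4 µM acridine orange control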
* hit, by the source's call; . = not tested or not shown.

1) COc1ccccc1C(=O)COC(=O)c1c(-c2ccccc2)noc1C
2) CC1CC(C)CN(CCCNC(=O)CCC(=O)N2CCOc3ccccc32)C1 (centres undefined)
3) Cc1ccc(C)c(C(C)NC(=O)C2CC=CCC2C(=O)O)c1 (centres undefined)
4) COc1cccc(N2C(=O)CC(Nc3ccc(N4CCOCC4)cc3)C2=O)c1 (centres undefined)
5) CCc1ccc(C2=Nn3c(nnc3-c3cccs3)SC2)cc1
6) CS(=O)(=O)c1cnc(-c2ccccc2)nc1Oc1ccc(Cl)cc1
7) CC(C)(C)c1ccc(OCCCN2CCCC2)cc1
8) C=CCN1C(=O)N/C(=C/c2ccc(C)o2)C1=O
screen / no.	1	2	3	4	5	6	7	8
PKA-R2B activ	-13	1	-13	2	2	-1	5	11
PvdQ acylase	-7	2	-2	2	1	-15	-12	-6
SR-BI uptake up	15	25	14	-24	-30	-35	14	23
DAGLB inhibitor	-8	0	3	7	-2	-2	-1	3
SR-BI DiI inh	-15	-25	-14	24	30	35	-14	-23
Arrestin-AP2 inh	-3	-2	-1	7	18	2	1	17
Cardiac RTF inh	-14	-2	-4	1	-8	-6	4	-5
Keap1-Nrf2 PPI	-7	8	-11	-3	-1	0	3	5
LANA DNA inh	-0.2	0.3	-1.5	0.1	0.5	1.2	-2.9	0.5
NSD2 HMT inh	0	.	-3	.	-2	-1	3	.

Arranged by count of non-hydrogen atoms (falling): some entries from above
4) COc1cccc(N2C(=O)CC(Nc3ccc(N4CCOCC4)cc3)C2=O)c1 (centres undefined)
1) COc1ccccc1C(=O)COC(=O)c1c(-c2ccccc2)noc1C
6) CS(=O)(=O)c1cnc(-c2ccccc2)nc1Oc1ccc(Cl)cc1
5) CCc1ccc(C2=Nn3c(nnc3-c3cccs3)SC2)cc1
7) CC(C)(C)c1ccc(OCCCN2CCCC2)cc1
8) C=CCN1C(=O)N/C(=C/c2ccc(C)o2)C1=O
screen / no.	4	1	6	5	7	8
PKA-R2B activ	2	-13	-1	2	5	11
PvdQ acylase	2	-7	-15	1	-12	-6
SR-BI uptake up	-24	15	-35	-30	14	23
DAGLB inhibitor	7	-8	-2	-2	-1	3
SR-BI DiI inh	24	-15	35	30	-14	-23
Arrestin-AP2 inh	7	-3	2	18	1	17
Cardiac RTF inh	1	-14	-6	-8	4	-5
Keap1-Nrf2 PPI	-3	-7	0	-1	3	5
LANA DNA inh	0.1	-0.2	1.2	0.5	-2.9	0.5
NSD2 HMT inh	.	0	-1	-2	3	.

The listing continues.
9) O=C(CCCCn1c(=O)[nH]c2ccccc2c1=O)N1CCN(c2ncccn2)CC1
10) C=CCNC(=O)N1CCC(n2nccc2NC(=O)CCCc2ccccc2)CC1
11) COC(=O)c1ccc(C(=O)OC)c(NC(=O)N2c3ccccc3Sc3ccccc32)c1
12) CCOCC(O)CNc1ccccc1 (centres undefined)
13) CCC1S/C(=C(\C#N)C(=O)NCc2ccco2)N(c2ccc(Br)cc2)C1=O (centres undefined)
14) c1ccc2sc(NC3=NCN(CC4CCCO4)CN3)nc2c1 (centres undefined)
15) CCc1cc2c(-c3ccccc3)cc(=O)oc2c(CN2CCOCC2)c1O
16) COc1ccc(C2OCC3(CO2)SC(=O)NC3=O)cc1OC (centres undefined)
screen / no.	9	10	11	12	13	14	15	16
PKA-R2B activ	-3	-12	-7	-4	-3	-3	2	2
PvdQ acylase	-9	1	7	-10	-11	-13	5	-7
SR-BI uptake up	-6	-6	-3	28	-4	9	-23	11
DAGLB inhibitor	1	0	-1	0	-2	4	-2	1
SR-BI DiI inh	6	6	3	-28	4	-9	23	-11
Arrestin-AP2 inh	6	14	38	-4	-7	9	26	-8
Cardiac RTF inh	-1	-3	-3	2	-5	-4	-3	-13
Keap1-Nrf2 PPI	3	-6	-2	0	-20	3	-3	-4
LANA DNA inh	-0.2	-1.4	3.7	-0.1	2.5	1.5	0.6	-0.2
NSD2 HMT inh	.	-5	.	-1	2	.	.	0

17) CN(Cc1cn(-c2ccccc2)nc1-c1ccc(Cl)cc1)C(=O)CCC(=O)O
18) O=C([C@H](Cc1ccccc1)NS(=O)(=O)c1ccc(Cl)cc1)N1CC[C@@]2(O)CCCC[C@H]2C1
19) CCc1nnc(NS(=O)(=O)c2ccc(NC(=S)NC(=O)/C=C/c3ccc(OC)cc3)cc2)s1
20) CCOc1ccc(CNC(=O)C2CCCN(S(=O)(=O)N3CC(C)CC(C)C3)C2)cc1OC (centres undefined)
21) COc1ccc(CCNC(=O)CSc2nc3[nH]ncc3c(=O)n2-c2ccc(C)c(Cl)c2)cc1OC
22) c1ccc(-n2nnnc2SCc2cn3cccnc3n2)cc1
23) CCOc1ccc2nc(NC(=S)NCc3ccccc3)sc2c1
24) O=S(OCCN1CCOCC1)C(c1ccccc1)c1ccccc1 (centres undefined)
screen / no.	17	18	19	20	21	22	23	24
PKA-R2B activ	-10	-4	-11	-10	4	-4	-12	-3
PvdQ acylase	-3	-13	9	-10	-16	-22	-4	-11
SR-BI uptake up	6	25	12	-31	-19	9	-28	-1
DAGLB inhibitor	0	5	-1	-2	3	2	-2	0
SR-BI DiI inh	-6	-25	-12	31	19	-9	28	1
Arrestin-AP2 inh	28	1	31	-4	-8	-1	-2	1
Cardiac RTF inh	-4	6	6	-7	11	-8	2	-4
Keap1-Nrf2 PPI	-2	-4	-2	0	-5	-7	-3	-1
LANA DNA inh	0.2	1.9	1.7	0.3	0.0	-0.5	2.1	-1.5
NSD2 HMT inh	-3	0	0	0	0	-2	0	-2

25) COc1ccc(C(=O)CCN2CCCCCC2)cc1
26) CN(C(=O)COc1ccc(-c2nnco2)cc1)C1CCS(=O)(=O)C1 (centres undefined)
27) O=C(Cc1cccc(NC(=O)C2CCCN(C(=O)CCc3ccccc3)C2)c1)Nc1ccc(C(=O)N2CCCCC2)cc1 (centres undefined)
28) COC(=O)c1ccc(Cn2cnc3c(cnn3-c3ccc(Cl)cc3)c2=O)o1
29) Cc1cc(Br)ccc1NC(=O)CSCc1c(C)noc1C
30) Cc1ccc(S(=O)(=O)N2CC=C(C(=O)NCCC(C)C)CC2)cc1
31) Cc1ccc(NC(=O)CC2S/C(=N/N=C/c3ccco3)NC2=O)cc1Cl (centres undefined)
32) CSc1ccc(/C=C/C(=O)NC23CC4CC(CC(C4)C2)C3)cc1
screen / no.	25	26	27	28	29	30	31	32
PKA-R2B activ	0	0	3	-11	1	-3	5	-14
PvdQ acylase	-15	13	-9	-16	-5	-6	-8	3
SR-BI uptake up	16	18	-63	1	-16	2	-17	-19
DAGLB inhibitor	-6	-4	-1	-2	-4	1	4	-5
SR-BI DiI inh	-16	-18	63	-1	16	-2	17	19
Arrestin-AP2 inh	-2	-6	6	-2	-14	7	-3	5
Cardiac RTF inh	-3	1	-9	3	-5	0	-7	-3
Keap1-Nrf2 PPI	-10	-8	-7	-5	4	-9	-5	0
LANA DNA inh	-0.5	0.6	1.1	0.2	0.1	2.7	-0.7	0.0
NSD2 HMT inh	11	0	.	-6	-3	-1	1	-3

33) CC(=O)c1ccc(NC(=O)/C(=C\c2ccc(F)cc2)NC(=O)c2ccco2)cc1
34) N#C/C=C1\Sc2ccccc2C(=O)N1CC(=O)N1CCN(S(=O)(=O)c2ccccc2)CC1
35) CCCCNC(=O)CCn1nc(-c2ccccc2)c2ccccc2c1=O
36) COCCNc1nc(N)c([N+](=O)[O-])c(Nc2ccc(F)cc2)n1
37) CCN(C(=O)COC(=O)CSc1ccc([N+](=O)[O-])cc1)C1CCS(=O)(=O)C1 (centres undefined)
38) O=c1[nH]c(SCc2nc3ccccc3n2Cc2ccccc2)nc2ccccc12
39) Fc1ccc(/C=C/c2nnc(-c3cccs3)o2)cc1
40) CC(=O)Nc1ccc(S(=O)(=O)N2CCC(C(=O)N[C@@H](C)C(=O)NC3CCCC3)CC2)cc1
screen / no.	33	34	35	36	37	38	39	40
PKA-R2B activ	-8	-4	-3	3	-12	-14	-2	5
PvdQ acylase	-7	-16	-4	-15	-6	-9	11	-6
SR-BI uptake up	-3	-10	5	-24	12	29	7	10
DAGLB inhibitor	-1	-3	-2	0	6	3	-8	4
SR-BI DiI inh	3	10	-5	24	-12	-29	-7	-10
Arrestin-AP2 inh	-5	4	5	-15	8	-2	13	42
Cardiac RTF inh	0	-3	3	-8	-7	-5	-4	-1
Keap1-Nrf2 PPI	0	-1	-1	-7	-3	-3	-2	-3
LANA DNA inh	-0.6	0.2	-1.4	-6.3	0.5	-1.5	-0.7	-1.2
NSD2 HMT inh	8	-1	-1	-1	-6	24	51*	0

Along the list, quoted from above.
Nos. 8–13 in Arrestin-AP2 inh: 17, 6, 14, 38, -4, -7
Nos. 8–13 in PKA-R2B activ: 11, -3, -12, -7, -4, -3
Nos. 8–13 in LANA DNA inh: 0.5, -0.2, -1.4, 3.7, -0.1, 2.5

The list continues.
41) O=C(COc1ccc(Cl)cc1)N1CCN(c2cccc(C(F)(F)F)c2)CC1
42) O=C1NC(=O)/C(=C/c2ccco2)N1
43) COc1ccccc1NC(=O)CN1CCN(CC(=O)Nc2ccc(Cl)c(C(F)(F)F)c2)CC1
44) O=C(NCc1cn2ccsc2n1)Nc1ccc(Cl)cc1
45) O=C(Nc1ccc2ccccc2c1)/C(=C/c1cccc(Br)c1)NC(=O)c1ccco1
46) CCOC(=O)C(=O)Nc1nc(-c2ccc3c(c2)CCN3C(=O)C2CC2)c(C)s1
47) CCOC(=O)C1=C(C)NC(=S)NC1c1ccc(OC(=O)c2ccco2)cc1 (centres undefined)
48) CCCc1cc(C(=O)Nc2nnc(C)s2)cs1
49) Nc1nc(-c2ccc(Cl)cc2)nn1C(=O)c1cccnc1
50) Cc1ccc(NC(=O)COC(=O)CNC(=O)c2ccc(Cl)cc2Cl)cc1S(=O)(=O)N1CCOCC1
51) COc1ccc(C(=O)OCC(=O)Nc2sccc2C(N)=O)cc1OC
screen / no.	41	42	43	44	45	46	47	48	49	50	51
PKA-R2B activ	-5	4	-6	1	-6	-9	-3	2	4	16	-5
PvdQ acylase	-3	-3	3	-22	-10	-11	-10	-19	-9	-11	1
SR-BI uptake up	30	21	-29	-3	20	-56	-37	37	4	8	-44
DAGLB inhibitor	-8	-2	-3	4	-3	2	2	-3	1	-2	-2
SR-BI DiI inh	-30	-21	29	3	-20	56	37	-37	-4	-8	44
Arrestin-AP2 inh	-7	4	19	4	-9	-7	-22	18	12	-2	9
Cardiac RTF inh	-2	-5	2	-5	-4	-38	-3	3	-22	-7	-2
Keap1-Nrf2 PPI	0	-1	3	-6	-1	-1	-4	-6	3	-3	0
LANA DNA inh	1.6	3.6	-0.5	1.0	-0.2	0.2	-1.6	-2.4	0.4	1.1	0.0
NSD2 HMT inh	.	.	-1	-2	.	-2	-1	-3	-2	-2	-1
